From PubChem
NCI-60 one-dose screen, 48 h, at 10 µM unless noted. Numbers give growth in % (100 = growth as untreated, 0 = no growth, -100 = all killed).
CAKI-1 = CAKI-1 renal cancer; hit rate 4.7% among 75,000; AID 1794772
SNB-19 = SNB-19 CNS cancer cells; hit rate 2.5% among 81,000
SF-268 = SF-268 CNS cancer cells; AID 1794759; hit rate 3.1% among 82,000
U251 = U251 CNS tumor cells; AID 1794753; hit rate 5.4% among 80,000
NCI-H23 = NCI-H23 lung cancer | hit rate 4% among 80,000 | AID 1794731
SF-295 = SF-295 CNS cancer cells; AID 1794758; hit rate 5.6% among 79,000
SF-539 = SF-539 CNS cancer; hit rate 6.8% among 81,000; AID 1794752
A498 = A498 renal cancer cells. hit rate 5.4% among 76,000. AID 1794774
SNB-75 = SNB-75 CNS cancer; hit rate 5% among 79,000
* = called active by the depositor; nt = no result given; & = joins results of further samples. How the source made its calls: active means growth percent below 10; inactive means the rest.

SMILES | CAKI-1 | SNB-19 | SF-268 | U251 | NCI-H23 | SF-295 | SF-539 | A498 | SNB-75
CC(C)(C)OC(=O)NC(C(=O)O)C1=CCC=CC1 (stereo not given) | 67 | 96 | 110 | 101 | 97 | 116 | 102 | 88 | 72
N#CC1=C(/N=C/c2ccccc2)Oc2c(ccc3ccccc23)C1c1ccccc1[N+](=O)[O-] (stereo not given) | 71 | 98 | 89 | 100 | 84 | 103 | 94 | nt | 61
C=C1CC[C@@H]2[C@](C)(COC(C)=O)[C@H](OC(C)=O)CC[C@@]2(C)[C@@H]1CC(NCc1ccccc1)C1=CCOC1=O (stereo not given in full) | 50 | 68 | 62 | 48 | 57 | 64 | 79 | 56 | 77
Cc1c(C(=O)NCCc2ccc(N3CCCCC3)cc2)nn(-c2ccc(Cl)cc2Cl)c1-c1ccc(Cl)cc1 | 56 | 94 | 90 | 85 | 67 | 77 | 98 | 114 | 84
CCN(CC)C(=N)N | 111 | 118 | 104 | 124 | 109 | 114 | 113 | 97 | 93
CCCCCCn1c(-c2ccc(C(=O)O/N=C(\N)c3ccc(OC)cc3)cc2)nc(-c2ccccc2)c1-c1ccccc1 | -64* | 33 | 3.0* | -43* | -64* | 1.8* | -84* | 4.1* | -20*
CCn1c(C2=C(c3c(O)c4ccccc4c(=O)n3CC)C(=O)c3ccccc3C2=O)c(O)c2ccccc2c1=O | 100 | 103 | 92 | 98 | 98 | 100 | 100 | nt | 100
O=c1ccc2nc(-c3ccccc3)nn(-c3ccccc3)c-2c1 | -91* | 78 | 70 | 66 | 54 | 24 | 105 | 84 | 93
O=C(CN1CCN(c2cc(=O)n(-c3ccccc3)c3ccccc23)CC1)Nc1ccccc1 | 70 | 85 | 77 | 87 | 61 | 86 | 89 | 57 | 77
C=C1CCC2C3(C)COC(c4cccs4)OC3CCC2(C)C1CC(Sc1ccccc1)C1=CCOC1=O (stereo not given) | 101 | 95 | 97 | 69 | 79 | 92 | 95 | 133 | nt
CC(OC(=O)Nc1ccccc1)C(=O)OC1CCCCC1 (stereo not given) | 84&102 | 97&100 | 112&111 | 94&111 | 92&109 | 96&110 | 99&94 | 99 | 104&92
Cc1ccc(-c2nc(C#N)c(NCCCN)o2)cc1 | 74 | 96 | 94 | 100 | 104 | 99 | 100 | 92 | 89
CCCCC(CC)(CC(=N)C(C)(C)C)c1ccccc1 (stereo not given) | 97 | 118 | 112 | 94 | 92 | 101 | 98 | 139 | 84
CCN(CC)CCCC(C)Nc1ccnc2c(OC)cccc12 (stereo not given) | 101 | 113 | 124 | 102 | 106 | 109 | 116 | 135 | nt
O=c1[nH]c(-c2ccccc2)nc(CN2CCCCC2)c1O | 91 | 97 | 105 | 103 | 103 | 121 | 108 | 111 | 96
CC(C)(C)NCC(O)COc1c(Br)c(Br)c(Br)c2c1OC(C)(C)C2 (stereo not given) | nt | -47* | 4.1* | -92* | -1.0* | -63* | -84* | -6.5* | 5.8*
NC(CCCCOc1ccccc1)C(=O)O (stereo not given) | nt | 117 | 96 | 114 | 99 | 104 | 107 | 105 | 112
CC(C)CSc1oc(-c2ccccc2)nc1S(=O)(=O)c1ccccc1 | 77 | 102 | 87 | 84 | 83 | 84 | 101 | 85 | 89
N#CC(C#N)=C(C#N)c1ccc(N)c(C(=O)O)c1 | 101 | 110 | 100 | 110 | 97 | 106 | 97 | 104 | 98
COc1ccc(-c2cc(-c3ccccc3)nn(CC(=O)NCCc3ccc(OC)c(OC)c3)c2=O)cc1 | 104 | 90 | 94 | 98 | 100 | 100 | 85 | 90 | 92
COCCOC(=O)Nc1c(Cl)cccc1Cl | 101 | 116 | 102 | nt | 105 | 111 | 110 | 102 | 105
CCOc1ccc(-n2nc(C(=O)Nc3ccc(F)c(F)c3F)nc2-c2cc(OC)c(OC)c(OC)c2)cc1 | 60 | 88 | 82 | 98 | 97 | 93 | 88 | 89 | 68
O=C(O)c1ccc(NO)cc1 | nt | 97 | 103 | 95 | 104 | 95 | 97 | 81 | 88
COc1cc(/C=N/NC(=O)c2ccc(OCc3nc4ccc(C)cc4[nH]3)cc2)cc(OC)c1OC | 51 | 66 | 79 | 29 | 22 | 40 | 49 | 116 | 135
CCOC(=O)c1nnc(-c2ccccc2)nc1Cl | 75 | 103 | 98 | 91 | 88 | 146 | 105 | 111 | 92

Given with values under each structure: part of the list above.
Results follow in this order: CAKI-1 | SNB-19 | SF-268 | U251 | NCI-H23 | SF-295 | SF-539 | A498 | SNB-75
N#CC(C#N)=C(C#N)c1ccc(N)c(C(=O)O)c1
 : 101 | 110 | 100 | 110 | 97 | 106 | 97 | 104 | 98
COc1ccc(-c2cc(-c3ccccc3)nn(CC(=O)NCCc3ccc(OC)c(OC)c3)c2=O)cc1
 : 104 | 90 | 94 | 98 | 100 | 100 | 85 | 90 | 92
COCCOC(=O)Nc1c(Cl)cccc1Cl
 : 101 | 116 | 102 | nt | 105 | 111 | 110 | 102 | 105
CCOc1ccc(-n2nc(C(=O)Nc3ccc(F)c(F)c3F)nc2-c2cc(OC)c(OC)c(OC)c2)cc1
 : 60 | 88 | 82 | 98 | 97 | 93 | 88 | 89 | 68
O=C(O)c1ccc(NO)cc1
 : nt | 97 | 103 | 95 | 104 | 95 | 97 | 81 | 88
COc1cc(/C=N/NC(=O)c2ccc(OCc3nc4ccc(C)cc4[nH]3)cc2)cc(OC)c1OC
 : 51 | 66 | 79 | 29 | 22 | 40 | 49 | 116 | 135
CCOC(=O)c1nnc(-c2ccccc2)nc1Cl
 : 75 | 103 | 98 | 91 | 88 | 146 | 105 | 111 | 92

Additional compounds.
SMILES | CAKI-1 | SNB-19 | SF-268 | U251 | NCI-H23 | SF-295 | SF-539 | A498 | SNB-75
COc1cc2oc(-c3cccc(C(=O)Nc4cccc([N+](=O)[O-])c4)c3)cc(=O)c2c(OC)c1OC | 8.8* | -4.2* | -3.6* | 24 | 41 | -0.2* | 3.6* | 3.7* | -6.6*
CC(C)CN1C(=O)/C(=C\C(=O)c2cc3ccccc3oc2=O)c2ccccc21 | 81 | 100 | 106 | 106 | 91 | 105 | 102 | 149 | 83
Cc1c(C(N)=O)sc2c1c(=O)n(Cc1ccccc1)c1nncn21 | 79 | 106 | 108 | 100 | 101 | 114 | 107 | 116 | nt
CCOC(=O)c1ccccc1OC(=O)Oc1ccccc1C(=O)OCC | 89 | 102 | 96 | 104 | 99 | 108 | 115 | 96 | 90
N#CC1C(=O)NC(=O)CC12CCCCC2 (stereo not given) | 94&94 | 100&108 | 102&108 | 104&105 | 103&103 | 102&108 | 100&115 | 101&100 | 93&102
Cc1ccc(CCCC(=O)O)cc1 | 99 | 109 | 116 | 98 | 101 | 105 | 106 | 104 | 106
Cc1ccc(S(=O)C(c2ccccc2)c2ccccc2)cc1 (stereo not given) | 87 | 99 | 98 | 98 | 92 | 104 | 97 | 67 | 83
CCOC(=O)c1c(NC(=S)Nc2ccc([N+](=O)[O-])cc2)nn(C)c1Nc1ccccc1 | 78 | 78 | 91 | 101 | 93 | 91 | 88 | 97 | 89
C[C@H](CCC(=O)NCC(=O)NCc1ccc(C(=O)NO)cc1)[C@H]1CC[C@H]2[C@@H]3[C@@H](O)C[C@@H]4C[C@H](O)CC[C@]4(C)[C@H]3CC[C@]12C | 102 | 96 | 101 | 102 | 110 | 105 | 99 | 110 | 103
CNC(=O)c1cc(Oc2ccc3c(c2)sc2nc(-c4cc(OC)c(OC)c(OC)c4)cn23)ccn1 | 44 | 82 | 72 | 62 | 61 | 51 | 63 | 54 | 50
COc1cc(-c2c(C#N)c(-c3cccs3)nc3c2c(-c2ccccc2)nn3-c2ccccc2)ccc1O | 67 | 99 | 80 | 78 | 98 | 98 | 93 | 106 | 80
COc1cccc(-c2nc3occn3c2-c2ccnc(NCCCNS(=O)(=O)c3cccc4ccccc34)n2)c1 | 70 | 92 | 73 | 81 | 89 | 83 | 83 | nt | 99
CCCc1cc(=O)[nH]c2nncn12 | 99 | 107 | 111 | 102 | 101 | 95 | 94 | 90 | 103
COc1cc(-c2cc(-c3cc4c([nH]c5ccccc54)c(-c4cc(OC)c(OC)c(OC)c4)n3)cc(-c3ccccc3)n2)cc(OC)c1OC | 33 | 66 | 79 | 62 | 69 | 27 | 66 | 55 | 36
CC(=O)OC(C(=O)NC(C(=O)O)C(C)C)c1ccccc1 (stereo not given) | 88 | 95 | 108 | 99 | 98 | 105 | 110 | 120 | 67
Nc1nc(-c2cccnc2)nc2c1sc(=S)n2-c1ccccc1 | 99 | 95 | 96 | 88 | 103 | 111 | 103 | nt | 95
CS(=O)(=O)N1CCN(c2ncc([N+](=O)[O-])c(N3CCN(S(C)(=O)=O)CC3)n2)CC1 | 99 | 99 | 102 | 101 | 93 | 97 | 99 | 94 | 90
COc1c(C)cc([N+](=O)[O-])c(C(C)(C)C)c1[N+](=O)[O-] | 95 | 99 | 97 | 99 | 96 | 92 | 102 | 90 | 88
O=C1c2ccccc2C(=O)N1CC#CCN1C(=O)c2ccccc2C1=O | 70 | nt | 97 | 98 | 99 | 100 | 90 | 93 | 50
CCCCCCCCCCOC(=O)c1nn(C(C)=O)c2ccccc12 | 87 | 110 | 96 | 100 | 86 | 96 | 109 | 92 | 102
O=C1CC(c2ccc3c(c2)OCO3)c2snc(-c3cccc(F)c3)c2N1 (stereo not given) | 92 | 103 | 97 | 97 | 96 | 96 | nt | 82 | 94
Nc1ccc([N+](=O)[O-])c(C(F)(F)F)c1 | 96 | 104 | 101 | 97 | 95 | 94 | 104 | 99 | nt
OCc1cc(Cl)cc(CO)c1O | 78 | nt | 113 | 88 | 102 | 86 | 101 | 100 | 84
N=c1oc2ccccc2cc1-c1nc(-c2cc3cc(Br)ccc3o2)cs1 | 54 | 96 | 108 | 101 | 80 | 103 | 86 | 86 | 61
Cc1cccc(/C=C(\C#N)C(=O)c2ccccc2)c1 | 97 | 100 | 100 | 98 | 102 | 101 | 96 | 102 | nt

Remaining list, next part:
SMILES | CAKI-1 | SNB-19 | SF-268 | U251 | NCI-H23 | SF-295 | SF-539 | A498 | SNB-75
CC1=Nc2c(C#N)c(-c3cc(=N)oc4ccc(Br)cc34)nn2C1=O | 87 | 100 | 104 | 106 | 101 | 103 | 99 | 129 | 96
COc1ccc(C(O)c2cc3c(N)c(C(=O)Nc4cccc(OC)c4)sc3nc2C)cc1 (stereo not given) | 24 | 36 | 27 | 9.2* | 30 | 3.8* | -12* | -17* | -3.0*
C[C@]12CCC(=O)C=C1CC[C@H]1[C@@H]3CCC(=O)O[C@@]3(C)CC(=O)[C@@]12F | nt | 105 | 106 | 106 | 106 | 96 | 96 | 88 | 92
Nc1cccc(Cl)c1N | 96 | 116 | 104 | 110 | 85 | 118 | 90 | 114 | 77
O=C(c1ccccc1)c1ccc(N2CCOCC2)cc1 | 98 | 102 | 104 | 101 | 111 | 98 | 106 | 93 | 90
COC(=O)CNC(=O)c1ccc(NC(=O)c2[nH]c(C)c(Cl)c2Cl)c(O[C@H]2CCNC2)c1 | 95 | 102 | 102 | 101 | 99 | 105 | 98 | 90 | 95
CC(=O)c1ccccc1C(C)c1ccc(Br)c2ccccc12 (stereo not given) | 68 | 96 | 93 | 92 | 87 | 85 | 105 | 110 | 83
CCOC(=O)Nc1ccc2c(c1)Cc1cc([N+](=O)[O-])ccc1-2 | 94 | 71 | 69 | 82 | 89 | 63 | 67 | 72 | 51
CO[C@@H]1[C@@H](OC)N(S(=O)(=O)c2ccc(Cl)cc2Cl)C(=O)N1S(=O)(=O)c1ccc(Cl)cc1Cl | 75 | 88 | 106 | 91 | 101 | 84 | 95 | 104 | 77
Cc1cc(C)cc(OCCCN(C)C(=O)c2ccc(C#CC(C)(C)O)o2)c1 | 95 | 95 | 92 | 102 | 95 | 98 | 100 | nt | 89
CN1C(=O)N(C)C2Nn3c(s/c(=C\c4ccccn4)c3=O)=NC21 (stereo not given) | 97 | 100 | 103 | 105 | 108 | 104 | 101 | 105 | 105
COc1ccc(-n2c(=O)sc3c(=O)[nH]c(C)nc32)c(OC)c1 | 86 | 94 | 104 | 94 | 109 | 99 | 113 | 132 | nt
CC(=O)Nc1ccc(CCCCc2ccc(NC(C)=O)cc2)cc1 | 94 | nt | 99 | 99 | 101 | 109 | 105 | 93 | 90
COc1ccc2cc(C(C)NC(=O)Nc3ccc(S(=O)(=O)NC(C)=O)cc3)ccc2c1 (stereo not given) | 90 | 109 | 87 | 73 | 98 | 105 | 95 | 116 | 74
Nc1c(C(=O)c2ccccc2)sc2nc(-c3cccs3)cc(C(F)(F)F)c12 | 91 | 84 | 86 | 82 | 93 | 79 | 91 | nt | 100
CCOC(=O)C1=C(C)NC(SCc2nnc(-c3ccc(C)cc3)o2)=NC1c1ccc(F)cc1 (stereo not given) | 75 | 90 | 100 | 85 | 96 | 88 | 95 | 98 | 86
N#Cc1cccc(N)c1 | 97&96 | 105&118 | 108&92 | 102&103 | 105&107 | 103&113 | 96&112 | 111&96 | 102&109
CC(=O)NS(=O)(=O)OC[C@H]1O[C@@H](n2cnc3c(N)ncnc32)[C@H](O)[C@@H]1O | 98 | 109 | 101 | 84 | 106 | 95 | 105 | 116 | 97
O=C(/C=C/Nc1ccc(S(=O)(=O)Nc2cnc3ccccc3n2)cc1)c1cc2cc(Br)ccc2oc1=O | 92 | 102 | 110 | 98 | 97 | 95 | 89 | 137 | 101
CN1C2CC(c3ccccc3)=NN(C(N)=O)C2C2CC(c3ccccc3)=NN(C(N)=O)C21 (stereo not given) | 67 | 89 | 124 | 99 | 96 | 98 | 92 | 110 | 95
